# hcGAS inh – blocks human cGAS activity. Q8N884. recombinant h-cGAS, ATP depletion, Kinase-Glo luminescence. inhibition, % at 12.5 µM. 290,000 tested, 0.081% active;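 note: 0% = vehicle reaction and 100% = reaction without DNA for no activity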
# Target sequence (Q8N884 whole entry, looked up): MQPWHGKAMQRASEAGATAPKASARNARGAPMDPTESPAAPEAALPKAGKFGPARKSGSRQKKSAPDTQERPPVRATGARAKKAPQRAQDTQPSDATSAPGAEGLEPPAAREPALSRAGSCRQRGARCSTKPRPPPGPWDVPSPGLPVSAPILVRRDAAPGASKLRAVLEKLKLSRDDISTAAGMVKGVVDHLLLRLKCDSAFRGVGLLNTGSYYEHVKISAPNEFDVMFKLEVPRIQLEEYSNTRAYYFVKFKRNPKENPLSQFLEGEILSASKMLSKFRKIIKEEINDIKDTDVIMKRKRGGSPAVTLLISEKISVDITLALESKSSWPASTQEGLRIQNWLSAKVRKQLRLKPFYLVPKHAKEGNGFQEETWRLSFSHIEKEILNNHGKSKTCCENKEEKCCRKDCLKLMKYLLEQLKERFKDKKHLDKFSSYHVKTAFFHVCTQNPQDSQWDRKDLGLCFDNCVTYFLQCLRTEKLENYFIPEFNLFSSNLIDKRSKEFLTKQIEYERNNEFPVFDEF
# mcGAS inh – inhibitors of mouse cGAS | recombinant cGAS, Kinase-Glo ATP depletion luminescence | inhibition, % at 12.5 µM | 160,000 tested, 0.15% active;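 note: 0% = negative control wells and 100% = reference inhibitor with no enzyme activity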
# NPYLR7 ag – activates Aedes aegypti NPYLR7 receptor. HEK293T NPYLR7/Galpha15, GCaMP6s calcium fluorescence. activation, % at 10 µM. 270,000 tested, 0.15% active. AID 1259423; in the data active = activation above about 40%;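 note: 0% = vehicle and 100% = reference agonist at the receptor; some compounds past the cut are filed as inactive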
# The depositor's hits bear a star; . = no result given; & = joins results of further samples. Cut-off read from the data, not from the text of the source, unless noted: active = inhibition above about 40%; inactive = the rest.
# Second line of a record: hcGAS inh, mcGAS inh, NPYLR7 ag
1: CCOC(=O)c1c(C)c(C(=O)CN(C(=O)c2ccc([N+](=O)[O-])cc2)C2CC2)c(C)n1CC
    2, 0, -8
2: O=C1NC2(CCCc3sccc32)C(=O)N1Cc1coc(-c2cccs2)n1 (centres undefined)
    -10, ., 2
3: C/C(=N/NC(=O)Cn1cnc([N+](=O)[O-])n1)c1ccc(Br)cc1
    -4, -6, -10
4: COCCNc1nnc(SCC(=O)Nc2sc3c(c2C(=O)OC)CCC3)s1
    -3, ., -5
5: CCOCCCN(CC(=O)N1CCc2sccc2C1c1ccc(Cl)cc1)C(=O)COC (centres undefined)
    -1, -3, -9
6: CCOC(=O)N1CCN(C2CCCN(C(=O)c3cc(=O)n(C)c(=O)n3C)C2)CC1 (centres undefined)
    -7, ., 2
7: CN(C)c1ccc(C2CC(c3ccccc3)=Nc3nnnn32)cc1 (centres undefined)
    -9, -4, 20
8: O=C(O)CN1C(=O)/C(=C\c2ccc(I)cc2)SC1=S
    -6, -4, -7
9: O=C(C1CC(c2cccc(F)c2)=NO1)N1CCOC2CCCCC21 (centres undefined)
    6, 0, 2
10: Cc1ccc(C)c2c1NC(=O)C2CC(=O)N(CCO)Cc1nccs1 (centres undefined)
    -10, ., 2
11: COC(=O)c1c(NCCN2CCCc3ccccc32)c2cccc(Cl)c2[nH]c1=O
    2, 6, -3
12: Cc1cc(NC(=O)CN2CCOCC2)n(-c2ccccc2)n1
    -9, ., 0
13: CC(C)C[C@@H](N)C(=O)NCc1ccccc1-n1ccnc1
    -3, -11, 1
14: Clc1cccc(C=NN2CCN(Cc3ccccc3Cl)CC2)c1
    -8, -5, -6
15: CNc1nc2cnc(Nc3cccc(F)c3)cc2n1-c1cc(OC)c(OC)c(OC)c1
    2, -2, 8
16: Cc1oc2cc(OC(C)C)ccc2c(=O)c1Oc1ccccc1
    -5, -5, 8
17: CC(C)(C)n1ccc(C(=O)N2C[C@@H](C(=O)O)C[C@@H](C(=O)NC3CC3)C2)c1
    5, ., 2
18: S=C(N=c1sccn1Cc1ccccc1)NC1CC1
    -8, ., -1
19: Cc1cccnc1CNC(=O)CC(c1ccccc1)c1ccc2c(c1)OCO2 (centres undefined)
    -10, ., 4
20: COc1ccc(CCOC(=O)[C@@H]2CCCN2C(=O)c2c(Cl)ccc(C)c2F)cc1OC
    -3, -3, -7
21: Cc1ccc2sc(N(Cc3ccccn3)C(=O)Cc3ccc(S(C)(=O)=O)cc3)nc2c1C
    -5, ., 8
22: CC1=NC(C(F)(F)F)(C(F)(F)F)C(C#N)=C(C)N1
    -3, ., 2
23: COc1ccc(OCCC(=O)NCC23CC4CC(CC(C4)C2)C3)cc1
    -3, ., 5
24: CCCc1[nH]n(-c2ccc(Cl)cc2)c(=O)c1C1=C([n+]2cccc(C)c2)C(=O)N(CC(C)C)C1=O
    -7, -7, 9
25: CCCS(=O)(=O)NC1CCN(Cn2cc(C)n(-c3ccc(C)cc3)c2=O)CC1
    -10, ., -1
26: O=C(N[C@@H]1CCCCC1NC(=O)[C@H]1CCCN1S(=O)(=O)c1ccc(F)cc1)c1ccc(F)cc1 (some centres undefined)
    -5, -4, 3
27: COCCn1c(C)cc(O)c(C(c2ccc(SC)cc2)N2CCN(CCO)CC2)c1=O (centres undefined)
    -8, ., 10
28: C#CCSc1nnc(Cn2c(=O)sc3ccccc32)n1C
    -4, ., 7
29: Cc1cc(C)c(NC(=O)NCCc2ccccn2)c(Cl)c1
    17, ., 5
30: CC(NC(=O)c1cn(Cc2ccc(Cl)cc2)nn1)c1nc(-c2ccccc2)no1 (centres undefined)
    -9, -11, 9
31: Cc1nc2scc(C)n2c(=O)c1NC(=O)c1ccc(S(=O)(=O)N2CCOCC2)cc1
    -10, -8, 11
32: Cn1nc(C(=O)NCCc2nnc3n2CCNCC3)c2ccccc21
    -5, -14, 6
33: COc1ccccc1C(=O)NS(=O)(=O)N1CCOc2ccccc21
    -7&-7, ., 7&5
34: COc1ccc(-c2cc3c(=O)n(CC(=O)Nc4ccccc4)ccn3n2)cc1
    -6, -7, 1
35: Cc1ccc(CN(Cc2ccc3c(c2)OCO3)C(=O)CN(CC2CCCO2)C(=O)Nc2ccc(F)cc2F)o1 (centres undefined)
    -4, -3, 12
36: COc1cc2c(cc1C(=O)N1Cc3cnc(C(C)(C)C)nc3C1)CCC2
    -2, -9, 11
37: CC(C)(C)CC(C)(C)Nc1c(-c2ccccc2F)nc2ccccn12
    -4, -7, 5
38: CCOC(=O)c1ccc(NC(=O)NC(C(=O)Nc2nnc(-c3ccc(C)cc3)s2)C(C)C)cc1 (centres undefined)
    -6, -5, 21
39: O=c1c2ccccc2nnn1CC(O)COc1cccc2ccccc12 (centres undefined)
    -2, ., 8
40: Cc1cnc(C(=O)N2CCCC(C(=O)c3ccc(Oc4ccccc4)cc3)C2)cn1 (centres undefined)
    -7, ., 18
41: Cc1ccccc1OCC(O)CN1CCOc2ccccc21 (centres undefined)
    -4, ., 20
42: O=C1c2cccc(Cl)c2C(=O)c2cccc(Cl)c21
    0, 2, 3
43: CCCCN(C)C(=O)c1sc(=O)n(Cc2ccc(C(=O)OC)o2)c1C
    -3, ., -2
44: Cn1c(=O)c2c(nc(SCSc3nc4c(c(=O)n(C)c(=O)n4C)n3C)n2C)n(C)c1=O
    -9, ., -2
45: COc1cc(NC(=O)Nc2cccc(-c3ccc(N4CCCC4)nn3)c2)cc(OC)c1
    -3, -7, 12
46: CC(C)Nc1cccc(CNS(=O)(=O)CCOC(C)C)c1
    -15, ., 6
47: COCCCNC(=O)C(NC(=O)c1ccccc1F)C1CCN(C(=O)c2cccc(OC)c2)CC1 (centres undefined)
    -4, -3, -3
48: O=c1ccc(-c2ccccc2)nn1Cc1cccc(Cl)c1
    -4, ., 14
49: Cn1c(=O)c2c(nc(CN3CCOCC3)n2Cc2c(F)cccc2Cl)n(C)c1=O
    -4, ., -1
50: CC1=C(C#N)C(C(F)(F)F)(C(F)(F)F)N=C(C2CCCCC2)N1
    -6, ., 9
51: CN(C)S(=O)(=O)c1ccc(=O)n(Cc2ccn(-c3cccc(F)c3)n2)c1
    -3, ., 9
52: Cc1ccc(-c2nc(C=Nc3ccccc3Cl)c(O)o2)cc1
    -6, ., -2
53: CS(=O)(=O)c1ncc(CN2CCCC(c3ccccc3)C2)n1Cc1ccccc1F (centres undefined)
    -1, ., 6
54: CCCN(C)c1nc(-c2ccccc2)nc2c1CN(C(=O)Nc1ccc(C(C)C)cc1)CC2
    3, 0, 3
55: Cn1cc(S(=O)(=O)N2CCN(C(=O)C(Sc3ccccc3)c3ccccc3)CC2)cc1C(N)=O (centres undefined)
    -5, ., 8
56: CC(=O)Nc1ccc(S(=O)(=O)N2CCc3nc(C)nc(N4CCC(C)CC4)c3C2)cc1
    -10, -7, 12
57: O=C(C=Cc1ccco1)OCc1nc(-c2cccs2)no1
    -6, -5, 11
58: COc1ccc2[nH]c3c(c2c1)CCN(C(=O)c1cccnc1Oc1ccc(Cl)cc1)C3c1ccc(-c2ccccc2C(F)(F)F)o1 (centres undefined)
    3, 2, 1
59: COc1cccc(C(=O)NC(C#N)c2cccc(Br)c2)c1 (centres undefined)
    3, ., -18
60: COCCn1c(=NC(=O)c2cc(C)no2)sc2cc(C)c(C)cc21
    -8, -8, 10

# Other results
# Second line of a record: hcGAS inh, mcGAS inh, NPYLR7 ag
61: CC(=O)N1CCSC1c1ccc(C(C)(C)C)cc1 (centres undefined)
    -4, -3, -2
62: Cc1ccc(NC(=O)Cn2c3ccccc3c(=O)c3ccccc32)cc1Cl
    -5, ., 0
63: COc1ccc2[nH]c3c(c2c1)CCN(C(=O)c1cccc(OC(C)=O)c1C)C3c1ccccc1OC (centres undefined)
    -4, 3, -13
64: Cc1cccc(N2CCN(S(=O)(=O)CCCNC(=O)c3ccco3)CC2)c1
    -5, -10, 1
65: COC(=O)c1cc(Br)ccc1S(=O)(=O)Nc1cc([N+](=O)[O-])ccc1OC
    -10, -7, 1
66: Cc1nnc(SCc2ccc(F)cc2)[nH]c1=O
    -5, -6, -3
67: COCCN1CCN(CC(=O)N(C)Cc2cnn(C)c2)CC1C (centres undefined)
    -7, ., 7
68: CN1CCN(C)C2(CCN(C(=O)Cc3nc(-c4ccccc4)n[nH]3)CC2)C1
    0, -11, 4
69: O=C(Nc1ccccc1)C1CC=CCC1C(=O)N1CCc2ccccc2C1 (centres undefined)
    -10, -3, -7
70: CCC(CC)C(=O)N(C)c1c(C)nc2ccc(C(=O)N3CCCCC3)cn12
    -6, -3, 20
71: FC(F)(F)c1ccc(-c2cnnc(N3CCC(c4ccncc4)CC3)n2)cc1
    -2, ., 3
72: COC(=O)c1ccccc1C(=O)N1CCCC(Nc2ccc(F)cc2)C1 (centres undefined)
    -5, ., 1
73: Cc1ccc2[nH]cc(-c3cncnc3)c2c1
    -3, -17, 9
74: CC(=O)Nc1cccc(C(C)NC(=O)c2ccccc2OCCN(C)C)c1 (centres undefined)
    -8, -14, -5
75: CC(C)(C)SCC(=O)N1CC(n2ccnc2)Cc2ccccc21 (centres undefined)
    -5, ., 1
76: CC(C)(C)OC(=O)Nc1ccc(Nc2cc(-c3ccc(F)c(F)c3)ncn2)cc1
    -2, ., -1
77: CC(C)C1c2[nH]c3ccccc3c2CCN1C(=O)CSc1ccc2nnc(-c3cccnc3)n2n1 (centres undefined)
    -7, -9, 24
78: C/C=C/CCCCC(=O)C(C)C(=O)N1CCCC1CO (centres undefined)
    -5, -9, -10
79: CCOC(=O)c1cccc(NC(=O)NC2CCc3[nH]c4ccccc4c3C2)c1 (centres undefined)
    -4, -4, -8
80: O=c1c(/C=N\Nc2nc3ccccc3s2)c(C(F)(F)F)[nH]n1-c1nc2ccccc2s1
    -6, ., 0
81: COc1ccc2nc(-c3ccc(NS(=O)(=O)c4cc(C)c(C)cc4C)cc3)cn2n1
    -6, -10, -10
82: N#CC1C(=N)Oc2cc(O)ccc2C1c1ccc(Cl)cc1Cl (centres undefined)
    -5, ., 96*
83: O=c1nc2n(c3ccccc13)Cc1ccccc1-2
    -5, ., 21
84: COc1cc(C(=O)N2C(=S)C(c3ccccc3)=NC23CCCCC3)cc(OC)c1OC
    -7, -10, 3
85: CC1=CC(=NNS(=O)(=O)c2ccc(C)cc2)CC1
    -3, ., 0
86: COCCN(CC(=O)N(CCc1ccc(OC)c(OC)c1)Cc1ccc(C)o1)C(=O)Nc1cccc(F)c1
    -6, -6, -6
87: COC(=O)c1cncc(N2CCCC(C(=O)c3ccccc3OC)C2)n1 (centres undefined)
    -3, -16, .
88: CCOC(=O)N1CCN(C(=O)C2=C(C)C(=O)OC23CCN(CC)CC3)CC1
    -4, ., -2
89: CC(=O)OC[C@H]1O[C@@H](Oc2cc(OC(C)=O)c3c(=O)cc(-c4ccc(OC(C)=O)cc4)oc3c2)[C@H](OC(C)=O)[C@@H](OC(C)=O)[C@@H]1OC(C)=O
    -4, ., -3
90: CCN=c1scc(-c2cccs2)n1/N=C(\C)CC
    -7, ., 1
91: Cc1cc(C)cc(-n2c(SCC(=O)N3CCOCC3)nc3c(c2=O)SCC3)c1
    -2, -1, -9
92: CC(C)(C)c1ccc(NC(=O)CCC(=O)N2CCc3ccccc3C2)cc1
    -5, -3, 33
93: Cc1ccc(Cl)c(Oc2cc(N3CCCCCC3)ncn2)c1
    -3, -8, -10
94: CC(C)=CCC/C(C)=C/CNC(=O)c1cc(C)oc1C
    -8, -3, -6
95: Cc1ccc2nc(-c3cccs3)c(NC(C)(C)C)n2c1
    -8, -4, .
96: O=C(C(Br)=CNc1ccc(Cl)cc1Cl)C(F)(F)F
    -2, ., -2
97: CCCCc1nncn1-c1cc(C)ccc1OC
    -5, ., 7
98: O=C1CN(C(=O)c2cn[nH]n2)C(c2ccccc2)c2ccccc2N1 (centres undefined)
    -4, -18, 2
99: CN(Cc1ccco1)Cc1cn(-c2ccccc2)nc1-c1ccc2c(c1)OCO2
    0, -13, 1
100: Cc1cc(Nc2nc(-c3ccc(Cl)s3)cs2)n(C)n1
    4, ., -1
101: O=C(O)c1cc(S(=O)(=O)Nc2ccc(F)cc2Br)c[nH]1
    0, ., 1
102: Cc1cc(C)nc(Nc2ccccc2C(=O)O)n1
    -2, -6, 0
103: CCC(C(=O)N(CCOC)Cc1cc(NC(=O)C2CCC2)ccc1N(C)C)c1ccccc1 (centres undefined)
    -8, -4, 7
104: CC(=O)NC(CC(=O)N1CCOCC1)c1ccc(C)cc1 (centres undefined)
    -1, ., 3
105: CN1CCN(C2=Nc3cc(Cl)ccc3Nc3ccccc32)CC1
    -7&2&-5&-2, -3, -1&-19&-6&7
106: COc1cn(CC(=O)NCC2CCCO2)c(CSc2nnnn2C)cc1=O (centres undefined)
    -6, -6, -6
107: Cc1cccnc1CN1CCN(Cc2nc(-c3cnccn3)no2)CC1
    -3, ., 14

# Screening data as filed in PubChem BioAssay.
